From PubChem
ERG Ets-DNA blk = qHTS for Small Molecule Inhibitors of the ERG Ets/DNA interaction; 370,000 compounds, 0.028% hits; Potency, µM (titrated, usually from 76.9 µM), for inactives: at the top dose FP activity, negative = inhibition, usual class: inhibitors; fluorescence polarization, His-ERG Ets domain / labelled DNA; AID 624246, 2012; Transcriptional regulator ERG (Homo sapiens), P11308; active = well fitted inhibition curve with a large enough effect in the polarisation, with a control signal flat; inconclusive = small, poorly fitted or top-dose-only effect, or effect the other way, or a change in a side signal; inactive = no such curve, though single readings can be large or run the other way; the % refers to the polarisation;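 note: polarization taken with two DNA probes labelled with fluorescein and Texas red; potency is the fitted concentration of half-maximal effect; % of control where 0% means no effect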
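His-tagged ERG Ets domain (1 uM in the protein solution; 300mM KCl, 50mM Tris-HCl, 1mM EDTA, 1mM DTT, pH 7.5) received compound, then a probe mix of 5 nM fluorescein-DNA and 100nM Texas-615-DNA. Fluorescence polarization was read for both dyes.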
POLK inh = qHTS for Inhibitors of Polymerase Kappa | 400,000 compounds, 0.53% hits | purified Pol kappa, fluorescent DNA synthesis assay, 10 min | Potency, µM (highest dose often 107 µM), without a hit: top-dose activity, negative = inhibition, actives largely listed as inhibitors; note: potency is the fitted concentration of half-maximal effect; % is set by controls: 0 for no effect and ±100 for the full control effect
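50 nM final substrate added after 15 min RT preincubation of 10 nM Pol kappa with compound; fluorescence read at 0 and 10 min.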
Apoferritin bind = qHTS Assay for Identification of Novel General Anesthetics | Ferritin light chain (Equus caballus), P02791 | apoferritin/1-aminoanthracene competitive binding, fluorescence | Potency, µM (highest dose often 77.5 µM), inactives show at the highest dose activity change, negative = displacement, hits mostly inhibitors | 350,000 compounds, 0.074% hits | AID 485281, 2010; note: potency is the fitted concentration of half-maximal effect; % is set by controls: 0 for no effect and ±100 for the full control effect; nearly all actives have a fitted effect of over 20% in size
Target sequence (P02791 2-175 limits assumed): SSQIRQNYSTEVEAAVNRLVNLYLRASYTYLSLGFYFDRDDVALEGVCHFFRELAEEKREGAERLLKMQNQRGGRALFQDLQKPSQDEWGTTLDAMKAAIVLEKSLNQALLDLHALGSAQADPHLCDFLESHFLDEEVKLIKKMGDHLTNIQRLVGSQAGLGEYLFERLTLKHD
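Horse-spleen apoferritin (10 uM) was mixed with 50% saturated 1-aminoanthracene in PBS, exposed to compounds for 10 min at room temperature, and read for fluorescence (ex 380 nm, em 535 nm). Competitive displacement was fitted with a four-parameter Hill equation.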
Pol iota inh = qHTS for Inhibitors of Polymerase Iota | Pol iota fluorescent replication assay, 10 min | Potency, µM (doses to about 115 µM), for inactives: top-dose activity, negative = inhibition, actives largely listed as inhibitors | AID 588590, 2011 | DNA polymerase iota (Homo sapiens), Q9UNA4 | 390,000 compounds, 1% hits; note: potency is the fitted concentration of half-maximal effect
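Pol iota at 10 nM preincubated 15 min with compounds at room temperature; reaction started with fluorescent substrate, 50 nM final. Fluorescence read kinetically at 0 and 10 min; buffer-only wells as negative control.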
APEX1 inh = qHTS Assay for Inhibitors of the Human Apurinic/apyrimidinic Endonuclease 1 (APE1) | recombinant APE1, TAMRA/BHQ-2 abasic DNA cleavage fluorescence | Potency, µM (top dose mostly 65.8 µM), inactives show at the highest dose activity change, negative = inhibition, actives largely listed as inhibitors | 350,000 compounds, 0.35% hits;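 note: potency is the fitted concentration of half-maximal effect; plate controls were vehicle for no effect and reference inhibitor for full effect; nearly all actives have a fitted effect of over 55% in size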
Target sequence (P27695 whole entry, looked up): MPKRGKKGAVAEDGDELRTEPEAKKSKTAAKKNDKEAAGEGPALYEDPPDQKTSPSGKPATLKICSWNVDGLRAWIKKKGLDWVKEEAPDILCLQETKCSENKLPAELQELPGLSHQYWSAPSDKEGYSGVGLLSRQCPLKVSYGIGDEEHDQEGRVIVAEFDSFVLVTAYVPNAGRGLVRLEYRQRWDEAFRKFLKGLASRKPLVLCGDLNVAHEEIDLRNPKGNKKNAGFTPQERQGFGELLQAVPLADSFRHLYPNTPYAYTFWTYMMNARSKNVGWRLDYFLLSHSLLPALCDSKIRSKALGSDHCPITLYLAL
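Endonuclease cleavage of a quenched abasic-site DNA duplex (50 nM) by APE1 (0.75 nM) was tracked by TAMRA dequenching. Compounds were preincubated with enzyme 15 min at room temperature; data normalized to buffer-only and DMSO wells plus NSC13755 control.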
BLM helicase inh = qHTS Assay for Inhibitors of Bloom's syndrome helicase (BLM); recombinant BLM DNA unwinding, fluorescence dequenching; Potency, µM (doses to about 56.1 µM), without a hit: top-dose activity change, negative = inhibition, hits mostly inhibitors; RecQ-like DNA helicase BLM (Homo sapiens), P54132; 350,000 compounds, 0.2% hits;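 note: potency is the fitted concentration of half-maximal effect; plate controls were vehicle for no effect and no enzyme for full effect; nearly all actives have a fitted effect of over 35% in size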
TRHR ag = qHTS for Small Molecule Agonists and Allosteric Enhancers of Human TRH Receptor: Primary Screen for Agonists | Thyrotropin-releasing hormone receptor (Homo sapiens), P34981 | TRHR cells, calcium flux fluo-8, FDSS agonist mode | 360,000 compounds, 0.18% hits | activation, % at 2 µM; in the data active = activation above about 30%; note: 0% is about no effect
Target sequence (P34981 whole entry, looked up): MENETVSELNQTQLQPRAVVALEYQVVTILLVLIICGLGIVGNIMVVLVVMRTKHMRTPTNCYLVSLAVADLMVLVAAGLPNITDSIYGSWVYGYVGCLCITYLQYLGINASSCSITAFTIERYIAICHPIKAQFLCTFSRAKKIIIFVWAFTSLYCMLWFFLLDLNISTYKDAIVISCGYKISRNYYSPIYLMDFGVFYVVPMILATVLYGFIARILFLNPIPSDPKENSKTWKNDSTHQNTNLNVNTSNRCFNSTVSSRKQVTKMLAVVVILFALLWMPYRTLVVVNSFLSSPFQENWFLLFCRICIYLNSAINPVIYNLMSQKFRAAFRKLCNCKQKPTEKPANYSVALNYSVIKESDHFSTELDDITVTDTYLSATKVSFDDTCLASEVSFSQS
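TRHR-expressing cells, plated overnight in medium with 10% serum, were loaded with fluo-8 calcium dye at room temperature. After a 10 s baseline, library compound was pin-added and calcium release was recorded kinetically (ex 480/em 530) as agonist response.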
POLB inh = qHTS Assay for Inhibitors of DNA Polymerase Beta. P06746. Potency, µM (titrated, usually from 114 µM), without a hit: at the top dose activity change, negative = inhibition, most hits filed as inhibitors. 340,000 compounds, 1.3% hits. Pol beta primer extension/strand displacement, fluorescence kinetic; note: potency is the fitted concentration of half-maximal effect; % is set by controls: 0 for no effect and ±100 for the full control effect
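Homogeneous kinetic assay of primer extension and strand displacement by 10 nM Pol beta, preincubated 15 min at room temperature with compound before 50 nM substrate (final) was added. Read at 0 and 10 min; four-parameter Hill fit.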
12-LOX inh = Primary qHTS assay for inhibitors of human arachidonate 12S-lipoxygenase (ALOX12): Round 2 | Polyunsaturated fatty acid lipoxygenase ALOX12 (Homo sapiens), P18054 | purified 12hLO, xylenol orange hydroperoxide absorbance | Potency, µM (highest dose often 108 µM), inactives show at the top dose activity change, negative = inhibition, most hits filed as inhibitors | 580,000 compounds, 1.1% hits; note: potency is the fitted concentration of half-maximal effect; % is set by controls: 0 for no effect and ±100 for the full control effect
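Purified human 12hLO (150 nM final) in 25 mM Hepes, 0.01% Triton X-100, pH 7.0 was preincubated 15 min at room temperature with compound. Then 40 uM arachidonic acid was added, 30 min. Hydroperoxide was read by Fe-XO absorbance ratio 573/405 nm.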
* = called active by the depositor; ? = inconclusive; · = not tested or not shown; [ ] = remark or other dose. Unless noted, calls come from the whole dose curve; as a rule, active = well fitted curve in the direction sought with a large enough effect; inconclusive = small, poorly fitted or top-dose-only effect, or another doubt; inactive = no such curve, though single readings can be large; an effect the other way counts as inactive or inconclusive. Some of the compounds tested, so the mix of outcomes need not match the whole.

SMILES	ERG Ets-DNA blk	POLK inh	Apoferritin bind	Pol iota inh	APEX1 inh	BLM helicase inh	TRHR ag	POLB inh	12-LOX inh
CCOC(=O)C1CCN(S(=O)(=O)c2cc(Br)cc3c2N(C(=O)CC)CC3)CC1	12%	-1%	-1%	13%	·	0%	0.2	21%	-17%
CCOC(=O)COc1cccc2c(=O)n(CC(=O)N3CCN(C(=O)OCC)CC3)ccc12	-10%	-11%	6%	8%	12%	4%	-0.4	30%	12%
COc1cccc(NC(=O)C2CC2)c1	6%	11%	·	-14%	-6%	·	0.0	·	22%
Cc1cc2oc(=O)cc(C)c2c2occ(-c3ccc(Cl)cc3)c12	7%	0%	4%	-2%	·	-1%	0.3	1%	-15%
O=[N+]([O-])c1cc([N+](=O)[O-])c(Oc2ccc(Cl)c3cccnc23)cc1NN1CCCCC1	-5%	-3%	?	39%[activator]	2%	-8%	-0.1	0%	3%
Clc1ccc(-c2nnc(N3CCOCC3)o2)cc1	10%	0%	-3%	51%[activator]	-2%	1%	-0.2	0%	5%
Cc1cc(C(=O)NCC2CCCO2)sc1C (stereo not given)	0%	-22%	·	8%	-9%	·	0.4	·	-3%
CCOc1ccccc1C(=O)NC(C(=O)Nc1ccccc1N1CCOCC1)C(C)C (stereo not given)	-3%	-14%	-18%	-1%[58.9 µM]	-8%	1%	-0.4	10%	-3%
CC(=O)Nc1ccc(S(=O)(=O)NCCSCc2ccccc2Cl)cc1	-7%	-12%	-16%	3%	3%	-6%	-0.4	-2%	-4%
Cc1cc(C)cc(NC(=O)Cn2c(=O)c3ccccc3n3nncc23)c1	3%	-5%	-2%	-2%	·	-9%	0.6	33%	-8%
COc1ccc(NC(=S)N(CCCN2CCOCC2)Cc2cn(C)c3ccccc23)cc1	-27%	-2%	-8%	47%[activator]	-5%	-5%	0.0	-26%	9%
C/C(=N\NC(=O)C12CCC(C)(C(=O)O1)C2(C)C)c1ccccc1O (stereo not given)	-7%	-11%	-3%	15%	32%[activator]	3%	-0.1	-13%	0%
CCOC(=O)C(C(=O)OCC)C1N=C(N)N=C2Oc3ccccc3N21 (stereo not given)	·	-11%	-2%	1%	-2%	-2%	0.0	0%	0%
CC(C)(C)NC(=O)[C@]1(C)CCC[C@@]2(C)C3CC[C@@]4(C)C[C@]3(CCC21)CC4=O (stereo not given in full)	-7%	-11%	·	-8%	-10%	·	0.0	·	6%
COc1ccc(NCc2nnc(SCC(=O)Nc3ccc(OC)cc3)n2C)cc1	2%	0%	-5%	20%	4%	-3%	0.2	56%	-4%
CCOC(=O)c1c(NC(=O)/C=C/c2ccc3c(c2)OCO3)sc(C)c1C	·	·	-13%	·	1%	-1%	-0.6	5%	·
COc1cc(/C=C2/CCC/C(=C\c3cc(O)c(OC)c(Cl)c3)C2=O)cc(Cl)c1O	?	-12%	-23%	?	-2%	-10%	11	1%	4%
CCC(=O)c1ccc(OC(=O)Cc2ccc(OC)cc2)cc1	-9%	-11%	-16%	-9%	-11%	0%	1.3	4%	-4%
CSc1ncc(Cl)c(C(=O)Nc2ccc(S(=O)(=O)N3CCOCC3)cc2)n1	6%	0%	?	-53%	-1%	-2%	-0.6	15%	101%[activator]
Fc1ccccc1-c1nc(-c2ccc(Br)o2)no1	5%	10%	-14%	29%	47%	-4%	-0.1	2%	·

An excerpt from above in order of the 12-LOX inh value, falling:
| SMILES | ERG Ets-DNA blk | POLK inh | Apoferritin bind | Pol iota inh | BLM helicase inh | TRHR ag | POLB inh | 12-LOX inh |
| --- | --- | --- | --- | --- | --- | --- | --- | --- |
| Clc1ccc(-c2nnc(N3CCOCC3)o2)cc1 | 10% | 0% | -3% | 51%[activator] | 1% | -0.2 | 0% | 5% |
| COc1cc(/C=C2/CCC/C(=C\c3cc(O)c(OC)c(Cl)c3)C2=O)cc(Cl)c1O | ? | -12% | -23% | ? | -10% | 11 | 1% | 4% |
| CCOC(=O)C(C(=O)OCC)C1N=C(N)N=C2Oc3ccccc3N21 (stereo not given) | · | -11% | -2% | 1% | -2% | 0.0 | 0% | 0% |
| COc1ccc(NCc2nnc(SCC(=O)Nc3ccc(OC)cc3)n2C)cc1 | 2% | 0% | -5% | 20% | -3% | 0.2 | 56% | -4% |

Among those listed so far, 2 have an aryl thioether with sulfur outside any ring.
SMILES	ERG Ets-DNA blk	POLK inh	Apoferritin bind	Pol iota inh	APEX1 inh	BLM helicase inh	TRHR ag	POLB inh	12-LOX inh
COc1ccc(NCc2nnc(SCC(=O)Nc3ccc(OC)cc3)n2C)cc1	2%	0%	-5%	20%	4%	-3%	0.2	56%	-4%
CSc1ncc(Cl)c(C(=O)Nc2ccc(S(=O)(=O)N3CCOCC3)cc2)n1	6%	0%	?	-53%	-1%	-2%	-0.6	15%	101%[activator]

Continuation.
SMILES	ERG Ets-DNA blk	POLK inh	Apoferritin bind	Pol iota inh	APEX1 inh	BLM helicase inh	TRHR ag	POLB inh	12-LOX inh
COc1ccc2[nH]c3c(=O)n(CCCCC(=O)N4CCC(C(N)=O)CC4)c(=S)[nH]c3c2c1	-6%	-7%	5%	?	?	-6%	0.1	-1%	-13%
CN(Cc1ccc(Cl)cc1Cl)C(=O)c1cccc(S(=O)(=O)N2CCN(c3ccccc3)CC2)c1	2%	-9%	·	-6%	-19%	·	0.3	·	-13%
O=C(CCc1nc2ccccc2s1)Nc1ccccc1	5%	-9%	-14%	-20%	4%	6%	0.1	20%	?
O=C(N/N=C/c1ccc2c(c1)OCO2)c1sc2cccc(Cl)c2c1Cl	0%	-2%	-2%	21%	-4%	-3%	-0.2	-5%	84%[activator]
O=C(CCn1cnnn1)N1CCCC(Nc2ccc(F)c(F)c2)C1 (stereo not given)	-5%	2%	-7%	3%	13%	1%	-0.4	-11%	2%
CCC(=O)N1CCc2cc(OC)c(OC)cc2C1COc1ccc(F)cc1 (stereo not given)	0%	-5%	-7%	?	30%	-4%	0.1	6%	25%
Cc1ccc(S(=O)(=O)N2CCN(C(=O)CCC(=O)NCCc3ccc(F)cc3)CC2)cc1	7%	-3%	-7%	97%[activator]	0%	-1%	-1.4	5%	0%
O=C(Nc1cccc(-n2cccn2)c1)C1CCCN(Cc2cc3ccccc3[nH]2)C1 (stereo not given)	1%	2%	?	12%	14%	-4%	0.6	?	-18%
O=c1c(-c2cc(F)cc(F)c2)nc2cncnc2n1Cc1ccccc1	·	-5%[60.1 µM]	·	·	?	-9%	·	·	41%[activator]
Cn1cnnc1SCC(=O)N1N=C2/C(=C/c3ccco3)CCCC2C1c1ccco1 (stereo not given)	4%	5%	-21%	?	-2%	5%	-0.2	1%	4%
Clc1ncnc2[nH]ccc12	5%	-10%	·	4%	·	·	·	·	12%
CCc1ccc(S(=O)(=O)c2nnn3c2nc(NCc2cccs2)c2sccc23)cc1	7%	-12%	1%	13%	·	-2%	0.7	4%	-23%
CC(=O)Oc1ccccc1N(C(C)=O)S(=O)(=O)c1ccc(C)cc1	14%	2%[60.1 µM]	-21%	4%	-5%	-1%	0.1	-1%	0%
Cc1cc(C)c2c(N)c(C(=O)Nc3ncc(C)s3)sc2n1	4%	-25%	115%[activator]	-11%	1%	-6%	-0.2	45µM*	0%[57.4 µM]
C/C(CC(=O)Nc1ccc2c(c1)OCCO2)=N\NC(=O)C(=O)Nc1ccccc1C	16%	-8%	-17%	53%	-1%	1%	0.0	2%	2%
O=C(COc1cccnc1[N+](=O)[O-])Nc1ccccc1Sc1ccccc1	10%	-11%	3%	6%	4%	-1%	-0.5	33%	-16%
N#Cc1ccc(C(=O)OCCCc2cc3ccccc3c(=O)o2)cc1	1%	-3%	·	18%	4%	·	-0.1	·	5%
CCOC(=O)c1ccc(NC(=O)CC2C(=O)N(c3ccccc3)C(=O)N2C2CCCCC2)cc1 (stereo not given)	7%	-3%	-15%	5%	·	-9%	0.8	-2%	-21%
COCCN(CC(=O)Nc1ccc(F)cc1)S(=O)(=O)c1ccc(S(=O)(=O)N2CCCC2)cc1	-15%	-17%	-6%	16%	0%	1%	-0.4	11%	18%
Cc1ccccc1CSCC(=O)c1c(N)n(CC(C)C)c(=O)n(C)c1=O	1%	-4%	-8%	3%	2%	0%	-0.7	4%	0%
CCc1ccc(Cc2cnc(NC(=O)C3=NCCN3)s2)cc1	0%	9%	-17%	71%[activator]	-2%	-6%	-0.4	2%	10%
COc1cccc2c(=O)n(CC(=O)N3CCCCC3)ccc12	-10%	5%	9%	19%	10%	-2%	0.2	1%	1%
Cc1ccc(C(=O)OCC(=O)N2C(C)CCCC2C)cc1S(=O)(=O)N1CCOCC1 (stereo not given)	-2%	0%	·	-2%	-10%	·	0.9	·	-4%

An excerpt from above with just POLB inh.
Compound	POLB inh
Cc1cc(C)c2c(N)c(C(=O)Nc3ncc(C)s3)sc2n1	45µM*
C/C(CC(=O)Nc1ccc2c(c1)OCCO2)=N\NC(=O)C(=O)Nc1ccccc1C	2%
